HTR2A ag: mouse Htr2a agonists via beta-arrestin recruitment, primary screen, cell-based, luminescence. 5-hydroxytryptamine receptor 2A (Mus musculus), P35363. CHO-K1 mHTR2A beta-arrestin complementation; percent of 30 µM serotonin response. activation, % at 7.6 µM. hit rate 0.66% among 360,000. AID 624169, 2012;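 active means activation above a run cutoff, the mean activation of all tested compounds plus 3 SD, cut at about 14% in these data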;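 further: 0% = plate median of compound wells and 100% = 30 µM serotonin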
Target sequence (P35363 whole entry, looked up): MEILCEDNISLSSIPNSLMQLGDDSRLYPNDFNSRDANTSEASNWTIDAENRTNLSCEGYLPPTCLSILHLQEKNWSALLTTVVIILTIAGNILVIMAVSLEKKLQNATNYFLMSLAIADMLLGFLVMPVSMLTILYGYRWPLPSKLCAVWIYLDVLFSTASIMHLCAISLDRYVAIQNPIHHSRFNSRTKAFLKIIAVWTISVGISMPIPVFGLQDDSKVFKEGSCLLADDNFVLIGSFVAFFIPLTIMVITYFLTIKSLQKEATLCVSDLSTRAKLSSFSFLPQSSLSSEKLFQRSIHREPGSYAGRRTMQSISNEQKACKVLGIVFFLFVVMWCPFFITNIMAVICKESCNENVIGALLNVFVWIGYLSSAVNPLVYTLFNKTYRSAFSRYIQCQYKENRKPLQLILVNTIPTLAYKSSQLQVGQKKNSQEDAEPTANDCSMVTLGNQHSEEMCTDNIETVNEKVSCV
ABHD5-PLIN5 inh: ABHD5-PLIN5 interaction inhibitors, primary screen, cell lysate, split luciferase complementation, luminescence. Split G. princeps luciferase complementation, 4 h. Perilipin-5 (Homo sapiens) + 1-acylglycerol-3-phosphate O-acyltransferase ABHD5 (Homo …. AID 602281, 2012. hit rate 0.78% among 360,000. inhibition, % at 4 µM;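 active means inhibition above the mean inhibition across every tested compound plus 3 SD, cut at about 22% in these data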;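 further: 0% = DMSO only wells and the 100% control is not disclosed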
Glyco luc inh: increase of ERlucT glycosylation luciferase signal, primary screen, N-linked glycosylation inhibitor project, D54 ERlucT cells, luminescence, set 2; reporter increase, % at 12.5 µM; AID 588692, 2011; hit rate 0.23% among 360,000; D54 ERlucT glycosylation luciferase reporter, 24 h; percent of 100 nM tunicamycin response;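 active means mean luciferase reporter signal, scaled so untreated is 0 and the glycosylation-blocking control 100, at or above a set limit in every replicate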;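 further: luciferase carries N-glycosylation sites so blocking glycosylation raises the light; 0% = median of neutral control wells and 100% = median of 100 nM tunicamycin wells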
Granule exo inh: LAMP-1 surface exposure blockers, TALL-104 cells – cell-based, flow cytometry, MLPCN library, primary screen; inhibition, % at 10 µM; TALL-104 LAMP-1 surface exposure; cells stimulated with thapsigargin and PMA; hit rate 0.66% among 360,000; AID 651702, 2012;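 active means inhibition above about 55%, limit read from the data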
aDG glyco act: activators of alpha-DG glycosylation, primary screen, uHTS, Pro5-aDG cells, AlphaScreen; activation, % at 10 µM; hit rate 0.22% among 360,000; alpha-DG glycosylation AlphaScreen (IIH6); 0% Pro5, 100% B10-LARGE cell signal; AID 624168, 2012;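 active means activation of at least 8% versus controls, or a plate z-score of at least 8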;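 further: Pro5 are CHO cells carrying HIG-tagged alpha-DG that lacks glycosylation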
H9c2 protect: cardioprotection against H2O2-induced cell death, primary screen, uHTS, H9c2 cells, ATPLite luminescence. H9c2 cardiomyocytes, H2O2 injury protection, 2 h. protection from H2O2 cell death, % at 20 µM. hit rate 0.63% among 360,000;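 active means compounds giving at least 50% protection of heart cells from peroxide-induced death in the single-dose screen, raw or plate-pattern-corrected value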;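 further: 0% = DMSO wells with peroxide and 100% = DMSO wells without peroxide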
MC4R barr agon: MC4R agonists recruiting beta-arrestin, primary screen, cell-based, luminescence, agonist arm of biased-ligand search | U2OS MC4R beta-arrestin complementation; percent of melanotan II response, DMSO zero | activation, % at 8.9 µM | hit rate 0.98% among 360,000;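 active means activation above a per-plate cutoff, the mean activation of sample wells on that plate plus 3 SD, cut at about 8% in these data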
Target sequence (P32245 whole entry, looked up): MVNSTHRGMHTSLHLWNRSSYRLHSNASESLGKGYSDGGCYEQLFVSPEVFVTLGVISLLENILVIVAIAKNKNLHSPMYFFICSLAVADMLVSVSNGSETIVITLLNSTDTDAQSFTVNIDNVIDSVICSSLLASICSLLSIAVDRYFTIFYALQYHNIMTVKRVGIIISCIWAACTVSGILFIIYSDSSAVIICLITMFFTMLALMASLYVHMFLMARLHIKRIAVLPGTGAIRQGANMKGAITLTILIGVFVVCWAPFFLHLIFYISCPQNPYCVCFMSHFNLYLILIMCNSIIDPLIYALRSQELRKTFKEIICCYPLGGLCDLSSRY
iPSC survival up: enhancers of single-cell hiPSC survival, primary screen, ATPlite luminescence | 100% = ROCK inhibitor wells, 0% = DMSO | survival enhancement, % at 20 µM | hit rate 0.044% among 360,000; in the data active means survival enhancement above about 18%;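 further: cells exposed to compounds for 16 hours before the ATP read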
MC4R antagonist: MC4R antagonists of cAMP signaling, primary screen, cell-based, TR-FRET, antagonist arm of biased-ligand search; Melanocortin receptor 4 (Homo sapiens), P32245; MC4R-expressing cells, MTII-stimulated cAMP, LANCE TR-FRET; inhibition, % at 6.5 µM; hit rate 0.48% among 360,000;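 active means inhibition above its plate's cutoff, the mean of tested wells on that plate plus 3 SD, cut at about 29% in these data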;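 further: 0% = Melanotan II alone and 100% = Melanotan II plus saturating MCL0020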
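material = U2OS cells stably expressing human melanocortin 4 receptor (MC4R) | also added = Melanotan II challenge | dosing = single nominal compound dose of 6.5 µM | detection = TR-FRET with Eu-cAMP and labeled anti-cAMP, 671 nm | replication = singlicate | timing = compound 30 min, challenge 1 h, detection 1 h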
ABCB6 inh 2: ABCB6 transporter inhibitors, primary screen, K562-ABCB6 cells, flow cytometry, MLPCN library; ATP-binding cassette sub-family B member 6 (Homo sapiens), Q9NP58; K562-ABCB6 porphyrin accumulation, 1 h; hits give low values; hit rate 0.19% among 360,000; fluorescence ratio to DMSO, % at 10 µM;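 active means fluorescence ratio to DMSO below 75%, the collection mean minus 3 SD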;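 further: signal is porphyrin accumulated inside mitochondria; 100% equals median channel fluorescence of DMSO control wells; lower ratio means ABCB6 inhibition with less porphyrin fluorescence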
The depositor's hits bear a star. Hits appear at their usual frequency (roughly 4.5% active in at least one column).

A first look, three compounds:
molecule	HTR2A ag	ABHD5-PLIN5 inh	Glyco luc inh	Granule exo inh	aDG glyco act	H9c2 protect	MC4R barr agon	iPSC survival up	MC4R antagonist	ABCB6 inh 2
CCc1ccc(NC(=O)CSc2nc3n[nH]c(C)c3c(=N)n2-c2cccc(OC)c2)cc1	-4	-3	4	0	1.4	-4	2.5	-0.5	15	90
COc1cc(C(=O)OCC(=O)Nc2ccc(S(=O)(=O)N3CCCC3)cc2)cc(OC)c1OC	-1	-11	5	2	-0.4	4	1.1	7.6	9	93
O=C(Nc1nnc(-c2ccccc2)s1)c1ccc(F)cc1	5	1	-1	0	0.1	-2	5.9	-0.7	-2	102

The list itself, repeating the preview:
molecule	HTR2A ag	ABHD5-PLIN5 inh	Glyco luc inh	Granule exo inh	aDG glyco act	H9c2 protect	MC4R barr agon	iPSC survival up	MC4R antagonist	ABCB6 inh 2
CCc1ccc(NC(=O)CSc2nc3n[nH]c(C)c3c(=N)n2-c2cccc(OC)c2)cc1	-4	-3	4	0	1.4	-4	2.5	-0.5	15	90
COc1cc(C(=O)OCC(=O)Nc2ccc(S(=O)(=O)N3CCCC3)cc2)cc(OC)c1OC	-1	-11	5	2	-0.4	4	1.1	7.6	9	93
O=C(Nc1nnc(-c2ccccc2)s1)c1ccc(F)cc1	5	1	-1	0	0.1	-2	5.9	-0.7	-2	102
COc1cc(C)c(Cl)cc1S(=O)(=O)n1ccnc1C	0	3	0	5	0.0	0	-0.8	-0.2	-3	93
N#Cc1cc(C(=O)c2cc(F)ccc2O)cn(Cc2ccccc2)c1=O	5	9	-1	4	0.3	-12	-0.5	0.2	7	102
COc1ccc(/C=N/O)cc1COc1ccc(NC(C)=O)cc1	-1	-6	-1	-3	0.1	9	-0.8	0.1	0	94
N#C/C(C(=O)NCc1ccccc1)=C1/SC(Cc2ccc(Cl)cc2)C(=O)N1c1ccccc1 (stereo not drawn)	-3	-9	0	28	-0.2	8	1.1	-3.0	6	101
CCCCC(=O)OCc1nc2ccccc2s1	2	-16	2	4	-0.2	-4	-0.8	-0.2	5	103
Cc1cc(/C=N/NC(=O)c2ccncc2)c(C)n1-c1cccc(C(F)(F)F)c1	-5	-11	-1	10	0.1	-8	1.0	2.7	23	97
COc1cccc(C(=O)NC(c2ccccc2)C2CCCC2)c1 (stereo not drawn)	-5	-9	1	1	0.5	-3	-1.1	-0.9	5	102
C=CCSc1nc2sc3c(c2c(=O)[nH]1)CCC3	-4	0	2	0	0.0	18	-3.2	1.5	2	92
Cc1ccc(C(=O)NC(=S)NCC2CCCO2)cc1 (stereo not drawn)	-3	-3	0	6	-0.3	4	1.8	-2.9	9	104
N#C/C(=C/Nc1ccccc1)c1ccsc1	0	4	-1	-5	0.5	-6	2.8	-3.9	1	114
COc1ccc(NC(=S)NCCCc2ccccc2)cc1	-2	-7	-1	4	-0.1	-4	-2.4	-2.3	2	102
Cc1ccccc1NS(=O)(=O)c1cc(C(=O)N2CCc3ccccc3C2)ccc1C	-6	-3	-10	10	0.2	5	-3.1	-1.2	3	107
C=C(C)C(=O)OC1(C(F)(F)F)Oc2cc(C)ccc2NC1=O (stereo not drawn)	0	8	11	17	-0.1	5	-2.8	2.2	17	100
COC(=O)CC(NC(=O)C1CC1)c1ccc2c(c1)OCO2 (stereo not drawn)	1	-2	1	-3	0.2	7	-1.3	-0.6	-2	98
Cc1nc(Cl)sc1C(=O)Nc1cccc(C(F)(F)F)c1	0	0	1	3	-0.1	-11	0.9	0.1	13	104
COc1ccc2[nH]c(C)c(CCNC(=S)Nc3ccccc3C)c2c1	16*	5	-2	-3	-0.4	-7	0.1	-5.4	8	96
COc1nc(-c2ccc(Cl)cc2)nnc1C	1	3	2	1	-0.2	1	-1.2	0.3	20	105
CCc1c(O)nc(SCc2nc3ccccc3c(=O)[nH]2)[nH]c1=O	2	-2	1	-4	-0.5	0	-0.7	-0.2	1	100
COC(=O)c1sc(=S)n(-c2ccccc2OC)c1N	1	0	3	-2	0.0	2	-0.8	-2.5	3	94
CCOC(=O)c1nc(C)sc1-c1ccnn1S(=O)(=O)c1ccc(C)cc1	-4	-5	-1	-4	-0.2	-4	-0.9	-0.4	3	86
COc1ccccc1CCc1nnc(CCC(=O)NC(C)Cc2cccnc2)o1 (stereo not drawn)	-5	-2	1	-5	0.1	-2	-1.3	-1.3	14	101
Cc1cc(C)c(C)c(S(=O)(=O)N2CCN(C(=S)NCC3CCCO3)CC2)c1C (stereo not drawn)	3	-5	-2	-1	0.2	-6	0.6	0.5	6	96
CCOc1cc(NC(=O)c2cccs2)c(OCC)cc1NC(=O)CCC(=O)NCC1CCCO1 (stereo not drawn)	-2	-7	-2	-2	-0.2	6	-1.7	0.0	-1	96
Cc1no[n+]([O-])c1COc1cccc(/C=C2\N=C(c3ccccc3)OC2=O)c1	4	2	0	-1	0.1	11	-1.1	1.4	3	99
COc1ccc(NC(=O)c2oc3ccccc3c2NC(=O)C2CC2)cc1	-3	-4	4	1	0.1	9	0.6	2.7	5	91
C=CCN(Cc1ccc(Br)s1)C(=O)c1ccc(OCc2c(C)noc2C)cc1	-5	12	-4	3	-0.1	-11	-2.0	-1.0	12	100
O=C(NCC1CCCO1)C(=O)N/N=C/c1ccccc1C(=O)O (stereo not drawn)	0	-2	1	-6	-0.1	14	0.4	-1.1	-4	98
O=C(NCC(c1cccnc1)N1CCN(c2ccccc2)CC1)c1ccco1 (stereo not drawn)	-2	3	0	0	0.2	1	-1.3	-1.1	3	98
COc1ccccc1CNC(=O)CCc1nc2ccccc2c(=O)[nH]1	2	4	-2	1	-0.2	44	-0.2	3.6	-3	104
O=[N+]([O-])c1cc(C=Nc2ccc3ccccc3c2)ccc1Br	10	2	2	1	0.2	-11	-0.7	0.4	9	104
CC(=O)c1ccc(N(CC(=O)NCCc2ccccc2)C(=O)c2csnn2)cc1	-14	5	0	6	0.1	11	0.2	2.0	11	98
C/C(=N\OC(=O)c1cccc(C(F)(F)F)c1)c1sc(-c2ccccc2)nc1C	-1	7	-5	-3	0.2	4	-0.8	-0.4	18	100
Cc1ccc(OC(=O)c2cncc(Br)c2)c(C)c1	1	-10	2	-4	0.0	-14	-0.4	0.8	0	99
CCCc1nnc(NC(=O)CCC(=O)N2CCN(c3ccccc3)CC2)s1	0	-8	2	-12	2.4	5	1.5	-0.1	9	97
O=C(C[N+]1(CC#Cc2ccccc2)CCOCC1)c1ccc(Cl)cc1	-2	-1	0	-1	0.2	-6	-0.7	-2.7	3	95
Cc1nc(-c2ccc(F)cc2)c(CC(=O)N(C)CC(=O)Nc2ccccc2Br)s1	-2	2	3	-3	0.1	-6	-0.1	-0.3	-1	104
CCOC(=O)N1CCN(CC(=O)Nc2cc(OC)c(OC)cc2C#N)CC1	2	-5	2	1	0.0	-6	0.6	0.2	10	94
CCNc1nc(NCC)nc(N/N=C/c2ccc(O)c(OC)c2)n1	-1	1	1	2	-0.1	2	-0.2	-0.3	6	91
CCOC(=O)C1CCCN(S(=O)(=O)c2cc(OCC(=O)NC3CCCCC3)c(C)cc2Cl)C1 (stereo not drawn)	13	2	-3	4	0.6	-2	-0.1	0.0	11	94
Cc1cc(C)n2nc(SCC(=O)NC3CCCC(C)C3C)nc2n1 (stereo not drawn)	12	10	1	-3	-0.2	5	1.1	1.0	2	97
CCN(CC(=O)Nc1ccc(OC)cc1)C(=O)c1ccc(Cl)c(S(=O)(=O)N2CCCC2)c1	6	5	-2	-1	0.0	3	-1.7	-0.5	1	95

Compound profiles, from the list above. Values in the order: HTR2A ag	ABHD5-PLIN5 inh	Glyco luc inh	Granule exo inh	aDG glyco act	H9c2 protect	MC4R barr agon	iPSC survival up	MC4R antagonist	ABCB6 inh 2
Profile of CCOC(=O)C1CCCN(S(=O)(=O)c2cc(OCC(=O)NC3CCCCC3)c(C)cc2Cl)C1 (stereo not drawn) → 13	2	-3	4	0.6	-2	-0.1	0.0	11	94
Profile of CCN(CC(=O)Nc1ccc(OC)cc1)C(=O)c1ccc(Cl)c(S(=O)(=O)N2CCCC2)c1 → 6	5	-2	-1	0.0	3	-1.7	-0.5	1	95
Profile of Cc1cc(C)n2nc(SCC(=O)NC3CCCC(C)C3C)nc2n1 (stereo not drawn) → 12	10	1	-3	-0.2	5	1.1	1.0	2	97
Profile of CCNc1nc(NCC)nc(N/N=C/c2ccc(O)c(OC)c2)n1 → -1	1	1	2	-0.1	2	-0.2	-0.3	6	91

High-throughput results: PubChem, several laboratories
